# TAG inh: inhibitors of triacylglycerol accumulation; H9c2 cells, Nile Red lipid (TAG) fluorescence; cells loaded with 200 µM oleic acid; inhibition, % at 12.5 µM; 0.66% of 230,000 active; AID 651582;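 active means pattern-corrected inhibition of lipid staining of at least 50% with the nuclear-stain viability signal not falling by more than 50%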;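 further: 0% = DMSO wells and 100% = triacsin C control wells; some results filed as inactive read as strong as hits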
# TAG inh DAPI viability: also measured in TAG inh; calls as there; DAPI nuclei signal change (viability), lower = more cytotoxic, %;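 whole-well DAPI fluorescence read on a plate reader as a viability signal; minus 50 percent equals half of cells still viable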
# * hit, by the source's call.
SMILES,TAG inh,TAG inh DAPI viability
Cc1ccc(Nc2nc3nonc3[nH]c2=O)cc1C,3.1,-5.7
FC(F)(F)c1cccc(-c2nc(COc3ccc(Cl)cc3Cl)no2)c1,-31.7,3.2
CCc1nc(C)c(C#N)c2cc(OC)c(OC)cc12,2.1,10.9
COc1ccc(Cc2nc3ccc(C(=O)NC(C)C)cc3o2)cc1,13.1,-15.0
Cc1ccc(-c2nc3c(c(=O)[nH]c(=O)n3CC(C)C)n2CC(C)C)cc1[N+](=O)[O-],6.1,-8.1
Cc1cnc(C(=O)Nc2cc(F)ccc2C)cn1,11.0,-12.0
O=C(c1ccoc1)N1CCC2(CC1)Oc1ccc(F)cc1C(=O)C21CC(c2cccnc2)=NO1 (stereo unspecified),9.3,1.2
CCCC(=O)N1CCC1(C)C(=O)NS(=O)(=O)c1ccc(C#N)cc1 (stereo unspecified),-9.7,5.2
CCN(CC(=O)Nc1cccc(F)c1)CC(=O)Nc1ccc2c(c1)OCCO2,5.1,2.8
CCc1ccc(S(=O)(=O)N2CCN(Cc3ccco3)CC2)cc1,-2.4,-0.5
O=[N+]([O-])c1ccc(N2CCCCC2)nc1,3.7,-5.0
Cc1ccc2[nH]cc(C(=O)CN3CCC4(CC3)OCCO4)c2c1,6.0,-22.5
CCOc1ccccc1NC(=O)c1oc2ccccc2c1NC(=O)C1CCCO1 (stereo unspecified),13.0,1.3
COC(=O)CN=Cc1c(O)n(-c2ccc(Cl)cn2)c(=O)c2ccccc12,1.2,-8.1
Cc1cc(C(=O)NNC(=O)C(C)NS(=O)(=O)c2ccccc2F)c(C)o1 (stereo unspecified),-8.5,1.7
CCOC(=O)C1=C(N)Oc2cc(O)ccc2C1c1cccc(Cl)c1 (stereo unspecified),11.4,-2.5
O=C(CCNC(=O)c1ccccc1Cl)Nc1ccc2c(c1)OCCO2,-3.3,-4.8
O=c1[nH]c(SCc2ccccc2)nc2c1sc1ccccc12,-5.8,5.8
O=C(O/N=C(\c1ccccc1)c1ccccn1)c1ccc(Cl)c(Cl)c1,3.9,-9.6
COc1ccc2cc(C#N)c(Nc3cccc(F)c3)nc2c1,-11.6,7.0

# Some of these compounds in order of count of non-hydrogen atoms, smallest number first:
SMILES,TAG inh,TAG inh DAPI viability
O=[N+]([O-])c1ccc(N2CCCCC2)nc1,3.7,-5.0
O=c1[nH]c(SCc2ccccc2)nc2c1sc1ccccc12,-5.8,5.8
Cc1ccc2[nH]cc(C(=O)CN3CCC4(CC3)OCCO4)c2c1,6.0,-22.5
O=C(O/N=C(\c1ccccc1)c1ccccn1)c1ccc(Cl)c(Cl)c1,3.9,-9.6
CCN(CC(=O)Nc1cccc(F)c1)CC(=O)Nc1ccc2c(c1)OCCO2,5.1,2.8

# Some of the entries so far, as labelled records.
canonical_smiles: O=C(c1ccoc1)N1CCC2(CC1)Oc1ccc(F)cc1C(=O)C21CC(c2cccnc2)=NO1 (stereo unspecified)
  TAG inh = 9.3 | TAG inh DAPI viability = 1.2

canonical_smiles: CCCC(=O)N1CCC1(C)C(=O)NS(=O)(=O)c1ccc(C#N)cc1 (stereo unspecified)
  TAG inh = -9.7 | TAG inh DAPI viability = 5.2

# Next section:
SMILES,TAG inh,TAG inh DAPI viability
O=c1oc2ccccc2c(=O)c2ccccc12,1.6,9.7
CCc1ccc(-c2nc(C(N)=O)c3[nH]c(=O)n(-c4ccccc4OC)c3n2)cc1,72.6*,-30.0*
CC(OC(=O)c1cc[n+]([O-])cc1)C(=O)Nc1ccc(Cl)cn1 (stereo unspecified),6.0,-2.2
CN(C(=O)COC(=O)CNC(=O)c1ccccc1Cl)c1ccccc1,-18.3,3.5
Cc1c(NC(=O)C(C)Oc2cccc(Cl)c2)c(=O)n(-c2ccccc2)n1C (stereo unspecified),2.0,-1.9
COc1ccc(/C=C2/C(=O)N=C(N)N2C)cc1OC,4.3,9.3
CSCCC(NC(N)=O)C(=O)Nc1cccc(C#N)c1 (stereo unspecified),1.9,3.4
C#Cc1ccc(CN2CCC(Oc3ccc(C(=O)NCc4ccccn4)cc3)CC2)cc1,0.2,9.4
Cc1ccc(NC2=NCC(=O)N2c2ccc3c(c2)OCCO3)c(C)c1,2.8,5.4
Cc1ccc(C(=O)Nc2ccccc2C(=O)N2CCN(c3ccccc3)CC2)cc1,-35.9,4.1
NS(=O)(=O)c1cccc2cccnc12,-4.6,-8.4
COC(=O)CCC(=O)Nc1c(C)n(C)n(-c2ccccc2)c1=O,17.4,-14.3
Cc1nc(-c2cccc(S(=O)(=O)N3CC(C)CC(C)C3)c2)cs1 (stereo unspecified),-20.1,1.7
CCOC(=O)[C@@H]1[C@H]2COc3ccccc3[C@@H]2N2C(=O)N(c3ccc(F)cc3)C(=O)[C@@]12C,-7.2,1.8
COC(=O)C(NS(=O)(=O)c1ccccc1Br)C(C)C (stereo unspecified),-8.0,-4.0
O=c1[nH]c(=O)n(Cc2ccccc2)c2nc(-c3ccco3)cc(C(F)(F)F)c12,3.0,21.0
Cc1ccc(CNC(=O)c2ccc(S(=O)(=O)Nc3c(C)n(C)n(-c4ccccc4)c3=O)cc2)cc1,-13.9,11.0
COc1cccc2c1C(=O)CC2NC(=O)C(F)(F)F (stereo unspecified),-1.1,-5.7
O=C(COc1ccccc1)Nc1cccc(-c2nn[nH]n2)c1,19.4,-1.9
O=C(NNC(=O)c1ccccc1[N+](=O)[O-])c1ccc(NS(=O)(=O)c2cccs2)cc1,4.1,3.1
Cc1ccc(NC(=O)N2CCc3ccccc32)cc1,-20.3,2.7
CCC(=O)Nc1ccc(NC(=O)c2ccccc2Cl)nc1,-18.4,6.6
CN(C)CCNC(=O)C(=O)NCC1OCCCN1S(=O)(=O)c1cccs1 (stereo unspecified),2.7,-6.1
C[C@H]1CN([C@@H](C)CO)S(=O)(=O)c2ccc(C#CC3(O)CCCC3)cc2O[C@@H]1CN(C)C(=O)Cc1cccnc1,3.3,-4.2
COc1ccc(-c2cc(C(=O)c3c(N)n(C)c(=O)n(C)c3=O)c3ccccc3n2)cc1,3.9,2.6
Cc1nc(SCC(=O)c2ccccc2)[nH]c(=O)c1Oc1ccc(Cl)cc1,1.6,-1.1
CC(OC(=O)CN1C(=O)c2ccccc2C1=O)C(=O)N(C)c1ccccc1 (stereo unspecified),5.1,8.4
CSc1ccccc1OCc1cc(C(=O)NCCn2ccnc2C)no1,6.3,-3.9
OC(CNC1Cc2ccccc2C1)COc1ccc(Cl)cc1 (stereo unspecified),-15.1,16.4
CC(=O)N1CCN(c2ccc(NCc3ccco3)cc2)CC1,-19.1,2.7
COc1ccc(NC(=O)CSc2nc3ccccc3c(=O)n2CCCN2CCCCC2)c(OC)c1,27.6,10.1
O=C(/C=C/c1ccc(S(=O)(=O)N2CCOCC2)cc1)N1CCN(c2ccccc2)CC1,-6.3,0.9
O=C(O)[C@H](Cc1ccccc1)NC(=O)C(c1ccccc1)(c1ccccc1)c1ccccc1,-8.3,-4.4
O[C@@H]1C[C@H](c2ccc(Cl)cc2)N(CC2CCCCC2)C[C@H]1n1cc(C2CC2)nn1,-17.3,-0.2
CCCNC(=O)C1(C)CCN(C(=O)c2cc(F)ccc2C)C1 (stereo unspecified),-2.2,-8.6
COC(=O)CNC(=O)COC(=O)Cc1ccc(Cl)cc1,1.4,-9.1
CC(C)COC(=O)Cn1cnc2ccc(Br)cc2c1=O,-0.3,-16.9
O=C(Nc1ccccc1C(F)(F)F)C1CCN(C(=O)Cc2ccccc2)CC1,-1.3,-1.1
O=C(CNc1cccc(F)c1)Nc1cccc(S(=O)(=O)N2CCCCC2)c1,-15.7,-2.3
CC(C)C(NS(=O)(=O)c1ccccc1F)C(=O)OCC(=O)NCc1ccco1 (stereo unspecified),-2.8,-5.8
COc1ccc(CCNC(=O)CSc2nnnn2-c2ccc(OC)c(OC)c2)cc1OC,7.7,-2.3
Cc1ccc2nc(SCC(=O)Nc3cccc(S(N)(=O)=O)c3)[nH]c2c1,-9.6,12.7
Cc1cc(C(=O)CN2C(=O)C(=O)N(C)C2=O)c(C)n1-c1cccc(S(=O)(=O)N2CCOCC2)c1,-3.5,-0.1
COCCNC(=O)c1cccc(S(=O)(=O)N2CC3(C)CC2CC(C)(C)C3)c1 (stereo unspecified),-6.4,-3.4
CN(C(=O)COc1cc(=O)n(C)c2ccccc12)c1ccc(Br)cc1,10.4,-6.7
CN(CC(O)COC(c1ccccc1)c1ccccc1)C1CCCCC1 (stereo unspecified),-2.6,29.0
CC(C)C(=O)Nc1cccc(NC(=O)c2cccc([N+](=O)[O-])c2)c1,19.8,18.3
O=c1cnnc(Nc2ccc(F)cc2)[nH]1,-8.0,4.7
CC(=Cc1ccccc1)C=C1SC(=S)N(CCCC(=O)Nc2ccc(C(=O)O)c(O)c2)C1=O,-0.6,2.0
NC(CCc1ccccc1)c1csc(NC(=O)Nc2cccc(Cl)c2)n1 (stereo unspecified),34.6,-19.5
O=C(NCCN1CCOCC1)c1ccc2ccccc2c1,-16.4,-1.4
OCCOCCn1c(C(CO)Nc2nc(-c3ccc(Cl)cc3)cs2)nc2ccccc21 (stereo unspecified),-20.6,-4.6
COc1ccccc1C(CNC(=O)c1cccc(S(=O)(=O)N2c3ccccc3CC2C)c1)N(C)C (stereo unspecified),-4.4,-10.2
COc1ccc(NC(C)C(=O)N/N=C/c2ccccc2OCc2ccc(Br)cc2)cc1 (stereo unspecified),8.5,2.5
Cc1cccc(N2CC(C(=O)Nc3ccccc3N3CCCC3)CC2=O)c1C (stereo unspecified),1.1,-2.7
O=C(NC12CC3CC(CC(C3)C1)C2)c1ccccc1O,12.7,0.6
Oc1ccc(/C=N/N(Cc2ccccc2)c2ccccc2)c(O)c1O,9.6,-8.2
Nc1nnc(SCC(=O)Nc2cc(S(=O)(=O)N3CCOCC3)ccc2Cl)s1,0.7,-3.4
N#CC1=C(SCC(=O)Nc2ccc(C(=O)O)cc2)NC(=O)CC1c1ccco1 (stereo unspecified),-1.2,4.3
CC(NC(=O)c1ccc(F)cc1)C(=O)NC1=NCCS1 (stereo unspecified),-0.1,-6.7
# Next structures.
SMILES,TAG inh,TAG inh DAPI viability
CC(C)C(NC(=O)C12CC3CC(CC(C3)C1)C2)C(=O)O (stereo unspecified),-7.1,-6.4
Cc1cc(OCC(=O)Nc2ccc(S(=O)(=O)N3CCN(C)CC3)cc2)ccc1Cl,-23.8,11.5
CC1CCN(C(=O)c2ccc(CS(=O)(=O)Cc3ccccc3)cc2)CC1,-10.4,-2.3
O=C(CNC(=O)c1ccc(Br)o1)OCC(=O)c1cccc([N+](=O)[O-])c1,-6.6,2.3
O=C(c1cc2ccccn2n1)N1CCN(Cc2ccccc2)CC1,-1.8,-14.1
CC(C)C1N=C2c3ccccc3N=C(SCC(=O)NCCc3ccc(S(N)(=O)=O)cc3)N2C1=O (stereo unspecified),-16.9,6.6
COc1ccc(NC(=S)N(Cc2cccnc2)Cc2cc3cc(OC)c(OC)cc3[nH]c2=O)cc1,5.4,-14.7
COC(=O)c1nc(N)sc1-c1ccc(Cl)cc1,8.0,-2.2
COc1ccccc1C(=O)NC(=O)COC(=O)C1CC1,4.7,-0.7
Cc1ccc2occ(/C=N/NC(=O)c3ccccc3Br)c(=O)c2c1,-3.8,2.9
COC(=O)[C@@H]1C[C@H]2CC[C@H](O)C[C@H]2N1Cc1ccccc1OC(=O)c1cccs1,2.9,-3.4
O=C1N/C(=C\c2ccc(N3CCOCC3)c(F)c2)C(=O)N1Cc1ccccc1,10.6,20.6
Cc1cccc(C)c1NC(=O)C(c1ccccc1)N1CCC1=O (stereo unspecified),6.5,-2.6
COc1ccc(COC(=O)NC2CCN(S(=O)(=O)c3ccc(OC)cc3)CC2)cc1,5.5,-2.6
Cc1cc(C)n(-c2ccc(F)cc2)c(=O)c1C#N,1.5,-1.5
COCCN(C(=O)COC(=O)CCCOc1ccccc1)c1c(N)n(Cc2ccccc2)c(=O)[nH]c1=O,8.8,-3.9
Cc1ccc(NC(=S)N2CCc3[nH]c4ccccc4c3C2)cc1,2.9,0.4
CCCCCCn1c(=O)n2n(c1=O)[C@@H]1CN(S(=O)(=O)c3ccc(C)cc3)C[C@]1(O)[C@@H](OC(=O)NCc1ccc(OC)c(OC)c1)C2,-12.1,3.8
COc1ccc(-c2nnn(CC(=O)N3CCN(c4ccccc4OC)CC3)n2)cc1,3.5,-6.3
O=C1C2C3C=CC(C3)C2C(=O)N1/N=C/c1cn(Cc2ccccc2)c2ccccc12 (stereo unspecified),19.6,-13.1

# An excerpt of these results, with two lines to a compound.
# The line under a structure holds: TAG inh	TAG inh DAPI viability
- Cc1cccc(C)c1NC(=O)C(c1ccccc1)N1CCC1=O (stereo unspecified)
  6.5	-2.6
- Cc1ccc2occ(/C=N/NC(=O)c3ccccc3Br)c(=O)c2c1
  -3.8	2.9
- CC1CCN(C(=O)c2ccc(CS(=O)(=O)Cc3ccccc3)cc2)CC1
  -10.4	-2.3
- Cc1cc(C)n(-c2ccc(F)cc2)c(=O)c1C#N
  1.5	-1.5
- O=C(c1cc2ccccn2n1)N1CCN(Cc2ccccc2)CC1
  -1.8	-14.1

# The list continues:
SMILES,TAG inh,TAG inh DAPI viability
COc1cccc2c(=O)c(SC(F)(F)C(F)C(F)(F)F)c(C)[nH]c12 (stereo unspecified),6.5,-6.1
CCN1C(=O)[C@H]2[C@@H](c3ccc(-c4cccc(Cl)c4)cc3)N[C@@](C)(C(=O)OC)[C@H]2C1=O,-5.7,6.9
COc1ccc(NC(=O)C2(C)CCN2C(=O)Cc2ccc(Cl)cc2Cl)cc1OC (stereo unspecified),-10.8,-2.9
Cc1ccc(-c2cc(N)n(-c3ccc(F)cc3)n2)cc1,-2.8,2.9
Cc1onc(C(=O)NCc2ccc(F)cc2)c1[N+](=O)[O-],-3.3,8.0
Cc1cc(CN(C)C(=O)c2cc(COc3ccc(C)c(C)c3)on2)n[nH]1,-7.7,-0.8
O=C(CCc1ccccc1Cl)N1CCN(S(=O)(=O)c2ccccc2)CC1,11.2,2.8
CCN(CC)S(=O)(=O)c1ccc2c(c1)c(=O)c(C(=O)NCc1ccco1)cn2C,1.3,-1.8
O=S(=O)(CCN1C=CC(C(F)(F)F)=NCC1)c1ccc(Cl)cc1Cl,-8.7,-0.3

# Assay outcomes from PubChem.

# Some of the compounds tested, so the mix of outcomes need not match the whole.
